GPR55 activation: GPR55 agonists via beta-arrestin recruitment, primary screen, imaging, U2OS cells, beta-arrestin-GFP redistribution (AID 1961); U2OS GPR55 beta-arrestin-GFP redistribution imaging; higher % means a stronger effect; activation, % at 10 µM, or EC50 in µM where a hit was titrated; hit rate 0.048% among 290,000;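 active means activation above 40% with more than 50 cells counted in the well; inconclusive means wells holding fewer than 50 cells, flagged as toxic or sparse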;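 further: U2OS osteosarcoma cells stably expressing GPR55 and beta-arrestin-GFP; plate controls were DMSO negative control for no effect and LPI positive control for full effect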
KOR beta-arrestin-1: KOR antagonists, beta-arrestin recruitment, cell-based, luminescence, uHTS (AID 1778). Kappa-type opioid receptor (Homo sapiens). KOR beta-arrestin recruitment, luminescence, antagonist mode; higher % means a stronger effect. one-dose inhibition, % at 10 µM; IC50 in µM for titrated hits. hit rate 0.091% among 290,000; further: strong numbers were not always called active
GPR55 antagonists: GPR55 antagonists blocking LPI-driven arrestin recruitment, primary screen, imaging, U2OS, beta-arrestin-GFP, LPI agonist (AID 2013). U2OS GPR55 beta-arrestin-GFP translocation imaging, LPI antagonism; higher % means a stronger effect. inhibition, % at 10 µM; hits with a dose series show IC50 in µM. hit rate 0.13% among 290,000;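 active means spots per cell inhibited over 60%, with over 100 cells counted and total cytoplasm intensity under 500,000; inconclusive means wells with under 100 cells, flagged as likely toxic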;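 further: U2OS cells stably carrying GPR55 and arrestin-GFP stimulated by 5 µM LPI near EC80; imaged beta-arrestin-GFP aggregate spots per cell after agonist stimulation; plate controls were LPI-stimulated DMSO wells for no effect and DMSO wells without LPI for full effect; some results filed as inactive read as strong as hits; confirmed hits need IC50 under 10 µM and bright autofluorescent wells are also inconclusive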
KOR beta-arrestin-2: KOR agonists, beta-arrestin recruitment, primary screen, cell-based, luminescence, uHTS (AID 1777). Kappa-type opioid receptor (Homo sapiens). KOR beta-arrestin recruitment, luminescence; higher % means a stronger effect. one-dose activation, % at 10 µM; EC50 in µM for titrated hits. hit rate 0.02% among 280,000; in the data active means activation above about 50%, passing the limit was not always enough; further: a part of the inactive calls stands beside numbers as strong as those of hits
NOD1 NF-kB reporter: NOD1 signaling inhibitors, primary screen, cell-based, luminescence, uHTS (AID 1578); NOD1-driven NF-kB luciferase reporter cells, luminescence; higher % means a stronger effect; inhibition, % at 4 µM; hits with a dose series show EC50 in µM; hit rate 1% among 290,000; in the data active means inhibition mostly above about 36%, no sharp cut-off; inactive means mostly below about 34%;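 further: HEK-293T reporter cells stimulated with the NOD1 agonist gamma-tri-DAP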
HIV fusion peptide: inhibitors of HIV fusion peptide binding, primary screen, biochemical, uHTS, fluorescence dequenching (AID 1986). cell-free peptide binding, fluorescence dequenching, 30 min; higher % means a stronger effect. inhibition, % at 20 µM; hits with a dose series show IC50 in µM. hit rate 0.3% among 290,000; in the data active means inhibition mostly above about 52%, no sharp cut-off; inactive means mostly below about 76%; further: some results filed as inactive read as strong as hits
NOD2 inhibition: NOD2 signaling inhibitors, cell-based, luminescence, uHTS, HEK293 (AID 1566); HEK293 NOD2/NF-kB luciferase reporter, luminescence; higher % means a stronger effect; inhibition, % at 4 µM; hits with a dose series show EC50 in µM; hit rate 0.63% among 290,000; further: many of its hits are not listed in these tables
Myeloid diff 2: induction of myeloid progenitor differentiation, primary screen, cell-based, flow cytometry, MLPCN library; hit rate 1% among 360,000; calls only at 10 µM; ER-HoxA9 myeloid progenitors, lysozyme-GFP differentiation; AID 624256, 2012;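 active means normalized GFP-positive differentiation at or above the plate's own cutoff, the solvent-only control mean plus 3 SD; inconclusive means no clear call, values can overlap the other calls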;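 further: cells exposed to compound for four days before flow analysis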
GPR35 arrestin U2OS: GPR35 antagonists blocking zaprinast-driven arrestin recruitment, primary screen, imaging, U2OS, beta-arrestin-GFP, zaprinast agonist (AID 2058). G-protein coupled receptor 35 (Homo sapiens). U2OS GPR35 beta-arrestin-GFP translocation imaging, zaprinast antagonism; higher % means a stronger effect. inhibition, % at 10 µM; hits with a dose series show IC50 in µM. hit rate 0.052% among 290,000;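 active means inhibition of at least 50% with at least 30 cells and total cytoplasm GFP at most 10,000,000; inconclusive means under 30 cells or total GFP of 10,000,000 plus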
Myeloid diff 2 GFP+ MAC1+ %: recorded beside Myeloid diff 2, whose call it bears; GFP+ MAC1+ double positive, %; measured here: differentiation confirmed by MAC1 staining
Numbers without * were called inactive; [ ] = another dose, or the depositor's remark. Unless noted, no stated cut-off is given here; in the data, active means inhibition above about 50%; inactive means the rest. These rows are one share of the data. The share of hits here may be higher or lower than overall.

For O=[N+]([O-])c1cccc(-c2n[nH]c(=S)n2Cc2ccccc2)c1 the results were GPR55 activation 0.5%, KOR beta-arrestin-1 8%, GPR55 antagonists -2%, KOR beta-arrestin-2 0.5%, NOD1 NF-kB reporter -2%, HIV fusion peptide -0.4%, NOD2 inhibition -3%, Myeloid diff 2 inactive, GPR35 arrestin U2OS -2% and Myeloid diff 2 GFP+ MAC1+ % 1.0.
Screening CCn1c(CNC(=O)c2ccc(F)cc2)cc2ccccc21 returned GPR55 activation -0.1%, KOR beta-arrestin-1 -10%, GPR55 antagonists 3%, KOR beta-arrestin-2 -1.8%, NOD1 NF-kB reporter -25%, HIV fusion peptide 1.6%, NOD2 inhibition -14%, Myeloid diff 2 inactive, GPR35 arrestin U2OS -4% and Myeloid diff 2 GFP+ MAC1+ % 0.4.
O=C(NCc1ccccc1)C1CCN(S(=O)(=O)c2ccc(Cl)cc2)CC1 was read as GPR55 activation 1.6%, KOR beta-arrestin-1 -2%, GPR55 antagonists 6%, KOR beta-arrestin-2 2.7%, NOD1 NF-kB reporter -9%, HIV fusion peptide 2.7%, NOD2 inhibition 5%, Myeloid diff 2 inactive, GPR35 arrestin U2OS 3% and Myeloid diff 2 GFP+ MAC1+ % 0.4.
O=C(CSc1nnc(-c2ccccc2)c(-c2ccccc2)n1)NCc1ccco1 was read as GPR55 activation 0.4%, KOR beta-arrestin-1 -8%, GPR55 antagonists -6%, KOR beta-arrestin-2 0.0%, NOD1 NF-kB reporter 24%, HIV fusion peptide 9.6%, NOD2 inhibition 22%, Myeloid diff 2 inactive, GPR35 arrestin U2OS -7% and Myeloid diff 2 GFP+ MAC1+ % 0.8.
`COc1ccc(S(=O)(=O)NCCCCC(=O)O)cc1C(=O)O` gave GPR55 activation 0.1%, KOR beta-arrestin-1 -5%, GPR55 antagonists 4%, KOR beta-arrestin-2 5.1%, NOD1 NF-kB reporter -39%, HIV fusion peptide 1.3%, NOD2 inhibition 14%, Myeloid diff 2 inactive, GPR35 arrestin U2OS -10% and Myeloid diff 2 GFP+ MAC1+ % 0.1.
COc1ccccc1CC(=O)NCC1CCCO1 (centres undefined) was read as GPR55 activation 0.2%, KOR beta-arrestin-1 -124%, GPR55 antagonists -5%, KOR beta-arrestin-2 7.3%, NOD1 NF-kB reporter 9%, HIV fusion peptide 0.7%, NOD2 inhibition 7%, Myeloid diff 2 inactive, GPR35 arrestin U2OS -6% and Myeloid diff 2 GFP+ MAC1+ % 0.8.
`Cc1onc(-c2ccccc2Cl)c1C(=O)OCc1cnc(Cl)s1` gave GPR55 activation 0.5%, KOR beta-arrestin-1 35%, GPR55 antagonists 13%, KOR beta-arrestin-2 -5.8%, NOD1 NF-kB reporter -20%, HIV fusion peptide 1.0%, NOD2 inhibition 19%, Myeloid diff 2 inactive, GPR35 arrestin U2OS -12% and Myeloid diff 2 GFP+ MAC1+ % 1.3.
O=C1c2cccc3cccc(c23)C(=O)N1c1cccc(O)c1 was read as GPR55 activation 0.0%, KOR beta-arrestin-1 -5%, GPR55 antagonists -1%, KOR beta-arrestin-2 2.1%, NOD1 NF-kB reporter -11%, HIV fusion peptide 0.4%, NOD2 inhibition 10%, Myeloid diff 2 inactive, GPR35 arrestin U2OS 2% and Myeloid diff 2 GFP+ MAC1+ % 0.5.
For CCCCNC(=O)c1ccc2c(=O)n(CCCOCC)c(=S)[nH]c2c1 the results were GPR55 activation -0.4%, KOR beta-arrestin-1 6%, GPR55 antagonists 7%, KOR beta-arrestin-2 -0.6%, NOD1 NF-kB reporter 0%, HIV fusion peptide 1.9%, NOD2 inhibition 7%, Myeloid diff 2 inactive, GPR35 arrestin U2OS -2% and Myeloid diff 2 GFP+ MAC1+ % 0.7.
CCc1ccc(N(CC(=O)NC2CCCC2)S(=O)(=O)c2c(C)noc2C)cc1 was read as GPR55 activation 1.1%, KOR beta-arrestin-1 -12%, GPR55 antagonists 2%, KOR beta-arrestin-2 1.7%, NOD1 NF-kB reporter -5%, HIV fusion peptide 1.1%, NOD2 inhibition 3%, Myeloid diff 2 inactive, GPR35 arrestin U2OS 4% and Myeloid diff 2 GFP+ MAC1+ % 4.0.
For CCCC(=O)N1CCN(C2=NS(=O)(=O)c3ccccc32)CC1 the results were GPR55 activation -0.2%, KOR beta-arrestin-1 -9%, GPR55 antagonists 14%, KOR beta-arrestin-2 5.3%, NOD1 NF-kB reporter -45%, HIV fusion peptide 0.2%, NOD2 inhibition -10%, Myeloid diff 2 inactive, GPR35 arrestin U2OS 20% and Myeloid diff 2 GFP+ MAC1+ % 0.3.
Cn1c(=O)c2c(SCC(=O)NCC3CCCO3)nc(-c3cccs3)nc2n(C)c1=O (centres undefined) was read as GPR55 activation -0.1%, KOR beta-arrestin-1 12%, GPR55 antagonists -1%, KOR beta-arrestin-2 1.7%, NOD1 NF-kB reporter -21%, HIV fusion peptide 2.1%, NOD2 inhibition -3% and GPR35 arrestin U2OS -11%.
`C/C(Cn1nnc2ccccc21)=N\OC(=O)c1ccccc1C` gave GPR55 activation 0.0%, KOR beta-arrestin-1 16%, GPR55 antagonists -2%, KOR beta-arrestin-2 1.8%, NOD1 NF-kB reporter -14%, HIV fusion peptide -1.6%, NOD2 inhibition 10%, Myeloid diff 2 inactive, GPR35 arrestin U2OS 1% and Myeloid diff 2 GFP+ MAC1+ % 0.4.
`S=C(NCc1ccco1)Nc1cc(Cl)c(Cl)cc1Cl` gave GPR55 activation 0.1%, KOR beta-arrestin-1 17%, GPR55 antagonists -6%, KOR beta-arrestin-2 -5.6%, NOD1 NF-kB reporter 4%, HIV fusion peptide -0.7%, NOD2 inhibition 3%, Myeloid diff 2 inactive, GPR35 arrestin U2OS 7% and Myeloid diff 2 GFP+ MAC1+ % 1.0.
For O=C(CSC1=NCCN1)Nc1ccccc1[N+](=O)[O-] the results were GPR55 activation 0.0%, KOR beta-arrestin-1 -1%, GPR55 antagonists 3%, KOR beta-arrestin-2 -3.0%, NOD1 NF-kB reporter -26%, HIV fusion peptide 0.6%, NOD2 inhibition -2%, Myeloid diff 2 inactive, GPR35 arrestin U2OS 1% and Myeloid diff 2 GFP+ MAC1+ % 0.3.
For CCS(=O)(=O)c1ccc2oc(SCC(=O)N3c4ccccc4CC3C)nc2c1 (centres undefined) the results were GPR55 activation 0.3%, KOR beta-arrestin-1 -38%, GPR55 antagonists -1%, KOR beta-arrestin-2 -2.3%, NOD1 NF-kB reporter 4%, HIV fusion peptide -2.1%, NOD2 inhibition 28%, Myeloid diff 2 inactive, GPR35 arrestin U2OS -4% and Myeloid diff 2 GFP+ MAC1+ % 0.5.
For COc1ccc(CCNC(=S)Nc2ccccc2)cc1 the results were GPR55 activation 0.3%, KOR beta-arrestin-1 -26%, GPR55 antagonists -9%, KOR beta-arrestin-2 2.7%, NOD1 NF-kB reporter -7%, HIV fusion peptide -0.8%, NOD2 inhibition -5%, Myeloid diff 2 inactive, GPR35 arrestin U2OS -2% and Myeloid diff 2 GFP+ MAC1+ % 0.6.
C=CCNC(=O)/C(=C/c1cn(-c2ccccc2)nc1-c1cccc([N+](=O)[O-])c1)NC(=O)c1ccccc1 was read as GPR55 activation -0.2%, KOR beta-arrestin-1 3%, GPR55 antagonists 0%, KOR beta-arrestin-2 -2.2%, NOD1 NF-kB reporter -16%, HIV fusion peptide 0.9%, NOD2 inhibition -10%, Myeloid diff 2 inactive, GPR35 arrestin U2OS 3% and Myeloid diff 2 GFP+ MAC1+ % 0.5.
`O=C(CSc1nnc(-c2csc3c2CCCC3)o1)Nc1ccccc1` gave GPR55 activation -0.1%, KOR beta-arrestin-1 -35%, GPR55 antagonists -12%, KOR beta-arrestin-2 9.0%, NOD1 NF-kB reporter -14%, HIV fusion peptide -2.0%, NOD2 inhibition -174%, Myeloid diff 2 inactive, GPR35 arrestin U2OS -7% and Myeloid diff 2 GFP+ MAC1+ % 2.2.
For CCc1cc2cc(C(=O)Nc3ccc(F)cc3)sc2s1 the results were GPR55 activation -0.2%, KOR beta-arrestin-1 -2%, GPR55 antagonists 3%, KOR beta-arrestin-2 -3.8%, NOD1 NF-kB reporter -39%, HIV fusion peptide 0.5%, NOD2 inhibition -54%, Myeloid diff 2 inactive, GPR35 arrestin U2OS -3% and Myeloid diff 2 GFP+ MAC1+ % 0.3.
Cc1cccc(-c2cc3nc(-c4ccccc4)cc(=O)n3[nH]2)c1 was read as GPR55 activation -0.1%, KOR beta-arrestin-1 -21%, GPR55 antagonists 7%, KOR beta-arrestin-2 -1.8%, NOD1 NF-kB reporter -18%, HIV fusion peptide 1.1%, NOD2 inhibition -149%, Myeloid diff 2 inactive, GPR35 arrestin U2OS -3% and Myeloid diff 2 GFP+ MAC1+ % 0.7.
For COc1ccc(-c2cc(C(=O)N/N=C(\C)c3ccco3)c3ccccc3n2)c(OC)c1 the results were GPR55 activation 0.0%, KOR beta-arrestin-1 14%, GPR55 antagonists 4%, KOR beta-arrestin-2 1.3%, NOD1 NF-kB reporter -42%, HIV fusion peptide 5.5%, NOD2 inhibition 3%, Myeloid diff 2 inconclusive and GPR35 arrestin U2OS -3%.
For N#Cc1nc(COc2ccccc2F)oc1N1CCCCCC1 the results were GPR55 activation 0.2%, KOR beta-arrestin-1 18%, GPR55 antagonists 16%, KOR beta-arrestin-2 -0.1%, NOD1 NF-kB reporter -18%, HIV fusion peptide -2.0%, NOD2 inhibition -5%, Myeloid diff 2 inactive, GPR35 arrestin U2OS -6% and Myeloid diff 2 GFP+ MAC1+ % 1.2.
Screening Cc1ccc(CN2CCN(C(=O)CCc3ccccc3)CC2)cc1 returned GPR55 activation -0.2%, KOR beta-arrestin-1 10%[20 µM], GPR55 antagonists -15%, KOR beta-arrestin-2 -2.7%, NOD1 NF-kB reporter -4%, HIV fusion peptide 0.9%, NOD2 inhibition 14%, Myeloid diff 2 inactive, GPR35 arrestin U2OS -8% and Myeloid diff 2 GFP+ MAC1+ % 0.0.
`Cc1ccc(C(=O)N2CCN(c3ccc(C(F)(F)F)cn3)CC2)cc1` gave GPR55 activation -0.3%, KOR beta-arrestin-1 7%, GPR55 antagonists 6%, KOR beta-arrestin-2 -0.5%, HIV fusion peptide -0.9%, NOD2 inhibition 25%, Myeloid diff 2 inactive, GPR35 arrestin U2OS 0% and Myeloid diff 2 GFP+ MAC1+ % 0.4.
N#Cc1c2n(c(=S)n(-c3ccccc3[N+](=O)[O-])c1=O)CCCCC2 was read as GPR55 activation 0.1%, KOR beta-arrestin-1 -14%, GPR55 antagonists 14%, KOR beta-arrestin-2 2.1%, NOD1 NF-kB reporter -22%, HIV fusion peptide -1.2%, NOD2 inhibition 2%, Myeloid diff 2 inactive, GPR35 arrestin U2OS -10% and Myeloid diff 2 GFP+ MAC1+ % 1.4.
